Screens: PubChem BioAssay, Broad Institute
EWS-Fli inh – inhibitors of EWS/Fli oncoprotein transcriptional activity; A673 NR0B1-luciferase reporter, viability-normalised; inhibition, % at 12.6 µM; 350,000 compounds, 0.67% hits;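 active = mean inhibition of at least 50% after viability correction, with every replicate also passing that limit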;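 also: firefly luciferase signal divided by Alamar Blue viability fluorescence both relative to DMSO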
esBAF inh – SWI/SNF esBAF complex inhibition | mouse ES cells, Bmi1-luciferase knock-in reporter, 24 h; 100% = twice the neutral-well signal | reporter increase, % at 12.5 µM | 350,000 compounds, 2% hits; in the data active = activation above about 40%;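 also: 0% = median of the plate's neutral control wells and 100% = double that signal; a rise in the Bmi1 reporter signal indicates esBAF inhibition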
FN deposit inh – fibronectin deposition inhibition | AH1F fibroblasts, Alexa488-fibronectin deposition fluorescence, overnight | inhibition, % at 12.6 µM | 350,000 compounds, 0.086% hits | AID 743247;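 active = mean inhibition across replicates of 30% or more, regardless of how many single replicates reach that level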;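 also: positive control wells lacked labelled fibronectin entirely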
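Assay system: AH1F fibroblasts / Quantity: 10000 cells per well / Medium: DMEM plus 2% serum, read in PBS / Reagent: labelled fibronectin 24 nM / Dosing: single dose, pinned / Times: 1 h cell attachment, overnight exposure to compound and label / Signal: fluorescence, ex 485 nm, em 525 nm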
RAD54 branch – blocks human RAD54 Holliday junction branch migration; Q92698; FAM/BHQ fluorescence; inhibition, % at 10.4 µM; 360,000 compounds, 0.14% hits; AID 602329;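 active = mean normalized replicate activity at least 40 and at least half of replicates scoring 40 or more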;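 also: 0% = median of neutral control wells and 100% = median of positive control wells; inhibitors cause a drop in the FAM fluorescence signal; in these data hits start at about 50%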
Target sequence (Q92698 whole entry, looked up): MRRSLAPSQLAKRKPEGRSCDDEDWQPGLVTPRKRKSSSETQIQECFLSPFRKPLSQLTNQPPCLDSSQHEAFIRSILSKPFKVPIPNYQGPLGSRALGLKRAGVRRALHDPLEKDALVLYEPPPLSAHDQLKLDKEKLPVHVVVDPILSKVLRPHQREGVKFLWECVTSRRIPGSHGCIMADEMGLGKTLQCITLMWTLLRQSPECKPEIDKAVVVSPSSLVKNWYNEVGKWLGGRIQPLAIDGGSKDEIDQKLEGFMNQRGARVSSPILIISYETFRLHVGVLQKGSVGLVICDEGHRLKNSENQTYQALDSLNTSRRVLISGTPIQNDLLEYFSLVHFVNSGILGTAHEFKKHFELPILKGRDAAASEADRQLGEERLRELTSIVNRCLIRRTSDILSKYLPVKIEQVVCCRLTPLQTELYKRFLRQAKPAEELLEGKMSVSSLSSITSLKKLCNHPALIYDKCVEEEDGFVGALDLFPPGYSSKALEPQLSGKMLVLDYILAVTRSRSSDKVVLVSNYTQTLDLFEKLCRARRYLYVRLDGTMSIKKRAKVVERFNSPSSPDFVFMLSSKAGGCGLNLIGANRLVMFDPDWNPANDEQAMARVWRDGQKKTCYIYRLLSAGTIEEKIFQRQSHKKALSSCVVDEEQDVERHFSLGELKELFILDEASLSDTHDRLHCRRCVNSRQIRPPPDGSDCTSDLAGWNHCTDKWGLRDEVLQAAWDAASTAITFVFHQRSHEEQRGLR
E-sel inducer – E-selectin induction on HUVECs | activation, % at 7.58 µM | 260,000 compounds, 0.37% hits | P16581 | HUVEC E-selectin immunofluorescence imaging; normalized: neutral wells 0, TNF-alpha wells 100;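 active = mean E-selectin-positive cell signal at least 10% of the positive control, reached in at least 60% of replicates, without over 20% cell loss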;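 also: in these data hits start at about 27%; measured in HUVEC primary endothelial cells; signal is the percent of cells scored E-selectin positive by PE staining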
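Read-out basis: % PE-positive cells; Test system: HUVEC primary endothelial cells; Technique: immunofluorescence imaging; Dosing: single-point compound dose.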
S100A4 MyoIIA – S100A4-myosin IIA interaction inhibition | P26447 | S100A4/TAMRA-MyoIIA peptide fluorescence polarization | inhibition, % at 10.7 µM | 360,000 compounds, 0.14% hits | AID 652163;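 active = mean inhibition of at least 70% across replicates, with every replicate also reaching that level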
Target sequence (P26447 whole entry, looked up): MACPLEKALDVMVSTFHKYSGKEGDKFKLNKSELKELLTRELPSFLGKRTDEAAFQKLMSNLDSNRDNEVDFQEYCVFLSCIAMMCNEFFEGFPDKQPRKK
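Material: S100A4 monomer (human). Medium: Calcium-containing HEPES buffer, pH 7.2. Probe or stimulus: labelled myosin peptide probe, 5 nM. Compound dosing: one concentration per compound. Timing: polarization read 5 min after assay mix addition, stable 5–60 min. Benchmarks: DMSO as neutral control, TFP as positive control.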
RAD52 anneal inh – inhibitors of human RAD52 DNA annealing | 360,000 compounds, 0.46% hits | P43351 | inhibition, % at 18.7 µM | recombinant RAD52 DNA annealing, FRET fluorescence | AID 651710;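 active = every replicate showing at least 50% inhibition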
Xi reactivation – reactivates the inactive X chromosome in mouse fibroblasts; XiGFP mouse fibroblasts, % GFP-positive cells imaging, 3 d; cells co-treated with 5-aza-dC sensitizer; scaled so ellipticine positive control = 100%; activation, % at 7.58 µM; 360,000 compounds, 0.055% hits; AID 743238;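 active = mean normalized replicate activation at least 10% and every replicate at or above 10%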;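 also: 0% = median of on-plate neutral control wells and 100% = ellipticine 6 µM median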
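Assay system – SV40-immortalized XiGFP fibroblast cells, line 68-5-11 · Buffer or medium – DMEM supplemented with 5-aza-dC as sensitizing agent · Dosing – one concentration, pinned · Benchmarks – positive control ellipticine, 6 µM final · Times – 3 days compound exposure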
An asterisk follows results filed as active; i = inactive; . = not tested or not shown; & = joins results of further samples. Only part of the results is shown, so the mix of outcomes need not match the whole.

mol | EWS-Fli inh | esBAF inh | FN deposit inh | RAD54 branch | E-sel inducer | S100A4 MyoIIA | RAD52 anneal inh | Xi reactivation
O=C1N[C@@H](Cc2ccccc2)C(=O)N2[C@H]1C[C@H]1c3ccccc3N(OOSc3ccccc3)[C@H]12 | 7 | . | 2 | 3 | 0.4 | 1 | -6 | 0.0
COc1ccccc1NC(=O)N1C[C@@H]2C[C@@H](C1)c1cccc(=O)n1C2 | 8 | 11 | . | -2 | . | -1 | -20 | .
CCn1c(NN=O)nc2ccccc21 | -14 | -15 | -20 | 22 | -0.1 | -7 | -18 | 2.1
CCSC(=O)N1CCCCCC1 | -4 | -4 | . | -4 | . | -4 | -10 | .
COc1ccc(-c2ccc3n(c2=O)C[C@@H]2[C@@H](CO)[C@H](C(=O)O)[C@H]3N2C(=O)c2ccccc2F)cc1 | -5 | -1 | . | 7 | 0.9 | -31 | 6 | 0.5
CC(C)S(=O)(=O)N1Cc2ccccc2-n2nncc2C1 | -4 | -2 | 9 | 8 | -0.5 | -4 | -1 | 0.1
Cn1nccc1C(=O)N1CCC2(CC1)OCCO2 | 1 | . | -3 | -1 | 0.0 | 1 | 1 | 0.2
C[C@H]1CC[C@@H]2[C@@H](C)[C@H]3[C@H](C[C@H]4[C@@H]5CC=C6C[C@@H](O[C@@H]7O[C@H](CO)[C@H](O)[C@H](O[C@@H]8O[C@H](CO)[C@@H](O)[C@H](O)[C@H]8O)[C@H]7O[C@@H]7O[C@@H](C)[C@H](O)[C@@H](O)[C@H]7O)CC[C@]6(C)[C@H]5CC[C@]34C)N2C1 | 44 | -1 | . | -8 | . | -15 | -47 | .
CC1OC(C[N+](C)(C)C)CC1O (stereo not drawn) | -4 | 3 | 0 | -10 | -0.3 | 2 | 6 | -0.1
COC(=O)C1=C(c2cc3ccccc3s2)C[C@@H]2CC[C@H]1N2C(=O)NC1CC1 | 4 | -4 | -2 | -7 | -0.2 | . | . | 0.1
O=C(COC(=O)c1cc(Br)cc(Br)c1O)NC12CC3CC(CC(C3)C1)C2 | 4 | 2 | 2 | -9 | -0.1 | 7 | -9 | 0.0
COc1ccc(OC)c(NP(=O)(Oc2ccc(Cl)cc2)Oc2ccc(Cl)cc2)c1 | -2 | . | -2 | 0 | . | 2 | -13 | 0.0
Nc1ccc(C2(c3ccc(N)cc3)CCCCC2)cc1 | -8 | -6 | . | . | . | -3 | -3 | 0.2
NC(=O)OCCSc1nnc(-c2cccc(C(N)=S)c2)o1 | -1 | -5 | . | -7 | . | 5 | -18 | .
Cc1ccc(CNCCc2ccc(F)cc2)s1 | -1 | -3 | -5 | -8 | 0.1 | -3 | 0 | 0.0
COC(=O)CN1C(=O)CN=C(c2ccccc2Cl)c2cc(Br)ccc21 | 4 | . | 0 | 5 | . | 0 | -16 | 0.2
CC1CCN(C(=O)COC(=O)c2cn(C)c3ccccc23)CC1 | -31 | 11 | 5 | 9 | -0.1 | -5 | -3 | 0.0
O=c1[nH]sc2cc(F)ccc12 | 19 | . | 4 | . | -2.2 | -1 | -6 | 1.2
CCN(C(=O)COC(=O)c1cc(C)n(C2CC2)c1C)c1ccccc1 | -4 | 3 | 6 | 6 | 0.1 | 4 | -12 | 0.0
COC(=O)[C@H]1[C@H](CO)[C@H]2Cn3c(ccc(-c4cccc(C(=O)N(C)C)c4)c3=O)[C@@H]1N2C(=O)NC(C)C | 0 | 5 | -4 | . | 0.5 | . | . | -0.1

Continued.
mol | EWS-Fli inh | esBAF inh | FN deposit inh | RAD54 branch | E-sel inducer | S100A4 MyoIIA | RAD52 anneal inh | Xi reactivation
Cc1ccc(N2Cc3ccccc3-n3nncc3C2)cc1 | -1 | . | 7 | . | -0.3 | 3 | -4 | 0.2
C=C(C)[C@@H]1[C@H]2OC(=O)[C@H]1[C@]1(O)C[C@H]3O[C@]34C(=O)O[C@H]2[C@]14C | 0 | 2 | -1 | 15 | 0.0 | -8 | -11 | 0.4
COc1ccc(-n2c(C)nc3ccccc3c2=O)c([N+](=O)[O-])c1 | 1 | -11 | -4 | 0 | 0.1 | 2 | 2 | 0.2
O=C(c1c[nH]c2ccc(S(=O)(=O)N3CCC4(CC3)OCCO4)cc2c1=O)N1CCC2(CC1)OCCO2 | -3 | . | . | . | . | -1 | -9 | 0.0
CCN1CCN(Cc2cccnc2)CC1 | -36 | -1 | -1 | -3 | -2.3 | 1 | 4 | 0.0
O=c1cc(CN2CCNCC2)nc2sccn12 | 5 | -4 | 1 | 2 | . | -5 | -8 | 0.2
CC(C)Oc1ccc(CCN)cc1Cl | 2 | . | 0 | -11 | . | -2 | 7 | 0.0
O=C(c1ccccc1[N+](=O)[O-])N1CCC2(CC1)OCCO2 | 10 | 2 | 1 | 8 | 0.1 | 10 | -13 | 0.1
CCOC(=O)[C@]12Cc3cc(OC)ccc3[C@H]1N(C1CCCCC1)C(=O)c1ccccc12 | 57* | . | . | . | 11 | 8 | -15 | -0.2
Cc1cc(C)c2c(c1)NP(=S)(c1ccccc1)N2 (stereo not drawn) | -1 | 7 | -12 | 0 | -0.2 | -6 | -19 | 0.0
Cc1cc(/C=C2/C(=O)NC(=O)N(Cc3ccco3)C2=O)c(C)n1-c1ccc(C(=O)O)cc1 | 4 | . | -6 | . | -0.1 | -6 | -88 | 0.0
Cc1cc(C)c(C)c(C(O)(C(=O)O)c2ccccc2)c1C (stereo not drawn) | 3 | . | -6 | . | -0.5 | -15 | -14 | 0.4
CNC(=S)N(C)CCc1cc2c(c(OC)c1/C=C1/C(=O)NC(=O)N(C)C1=O)OCO2 | -8 | -2 | 1 | . | 7.8 | -5 | -17 | 0.1
c1ccc2c(c1)CC1CNCc3cccc(c31)S2 (stereo not drawn) | -6 | . | 4 | . | 2.8 | 13 | -4 | 0.0
O=c1[nH]c(O)c(/C=C2\C=Nc3ccc(OCc4ccccc4)cc32)c(=O)[nH]1 | -5 | 18 | 0 | -15 | . | 1 | i | 0.0
Cc1ccccc1S(=O)(=O)N1[C@@H]2Cn3c(ccc(-c4cccnc4)c3=O)[C@H]1[C@@H](C(=O)O)[C@@H]2CO | -1 | -3 | . | -3 | 0.2 | -6 | 1 | 0.0
Cc1ccn2nc(S(=O)(=O)Nc3c(F)cccc3F)nc2n1 | . | 3 | -5 | 6 | . | . | . | 0.2
CC(C)CC(N(C)C)C1(c2ccc(Cl)cc2)CCC1 (stereo not drawn) | 1&8 | 8&8 | . | -9&-6 | . | -3&-1 | -8&-6 | .
O=c1ccc2cc3ccoc3c(O)c2o1 | -13 | -2 | . | 10 | . | -13 | -6 | .
FC(F)(F)c1ccc(NC2=NCCCS2)cc1 | -48 | 7 | -2 | 5 | -0.2 | 0 | -16 | 0.2

Additional records follow.
mol | EWS-Fli inh | esBAF inh | FN deposit inh | RAD54 branch | E-sel inducer | S100A4 MyoIIA | RAD52 anneal inh | Xi reactivation
O=C1NCN(c2ccccc2)C12CCN(C(CCc1ccccc1)c1nnnn1-c1ccc3c(c1)OCCO3)CC2 (stereo not drawn) | -4 | 7 | . | 6 | . | -5 | -13 | 0.0
CCOC(=O)CCCCCNC(=O)c1c(O)[nH]c(=O)[nH]c1=O | 4 | -5 | 1 | -1 | 0.2 | . | . | 0.3
O=C(CNC(=O)c1ccc(Br)cc1)Nc1ccc(Br)cc1C(=O)c1ccccc1 | 3 | . | -3 | . | -0.6 | -11 | -13 | 0.4
CC1CN1P(=O)(Oc1ccc2ccccc2c1)N1CC1C (stereo not drawn) | -2 | 5 | -9 | . | -0.3 | -10 | -14 | -0.1
CC(C)CC12CN3CCN(CC(C3)C1O)C2 (stereo not drawn) | . | 3 | -8 | 3 | . | -5 | . | .
COC(=O)C1=C(c2ccc(S(C)(=O)=O)cc2)C[C@@H]2CC[C@H]1N2C | -11 | -1 | 7 | -1 | -0.1 | 3 | -13 | 0.0
Cc1c(C(=O)c2cccc3ccccc23)c2cccc3c2n1[C@H](CN1CCOCC1)CO3 | -8 | 5 | 8 | -1 | 0.3 | -1 | -31 | 0.1
O=C(N[C@H]1CP(=O)(Oc2ccccc2)O[C@H](COCc2ccccc2)[C@H]1O)C(Cl)(Cl)Cl (stereo partly drawn) | 0 | -4 | -5 | 7 | 0.0 | 1 | 5 | 0.1
O=C1CCCC2=C1C(c1cccnc1)Nc1ccccc1N2 (stereo not drawn) | . | 7 | -2 | -2 | . | -3 | . | .
CN(C)CCN(CC1CCCN(Cc2ccccc2F)C1)C(=O)Cc1ccc(F)c(F)c1 (stereo not drawn) | 15 | -7 | -8 | -11 | . | -4 | -15 | 0.0
Cc1cc(O)c(CN2CC=C(c3ccccc3)CC2)cc1C(C)C | 3 | 0 | -2 | 8 | 0.0 | -1 | -11 | 0.1
O=C(NCC1=C(c2ccc3ccccc3c2)C[C@@H]2CC[C@H]1N2Cc1ccco1)c1nccs1 | 0 | -5 | -2 | 3 | -0.6 | -4 | -40 | 0.0
Nc1ccccc1C(=O)OCC(=O)N1CCc2ccccc21 | . | . | -13 | 4 | . | 3 | 1 | .
O=C(Cc1ccc(N(CCCl)CCCl)cc1)NC(Cc1ccc(Cl)cc1)C(=O)O (stereo not drawn) | 35 | -1 | 8 | -1 | . | -3 | -37 | 0.1
COC(=O)C1=C(c2ccc(OC)c(OC)c2)C[C@@H]2CC[C@H]1N2C(=O)N1CCC(O)CC1 | -6 | 0 | 0 | 9 | -0.1 | -3 | -10 | 0.1
COC(=O)C1=C(c2ccc(F)cc2OCc2ccccc2)C[C@@H]2CC[C@H]1N2C(=O)NCc1ccc(Cl)cc1 | 8 | -7 | -2 | -2 | -0.2 | 0 | -9 | -0.3
C/C=C/c1ccc([C@@H]2[C@H]3CN(C(=O)Cc4ccncc4)CCCCN3[C@H]2CO)cc1 | -9 | -2 | . | -8 | 0.0 | -7 | -110 | 0.0
O=C(/C=C/C=C/c1ccccc1)CC1(O)C(=O)Nc2ccccc21 (stereo not drawn) | 29 | . | -3 | . | 0.8 | -5 | -11 | 0.2
COc1ccc(C(C)=O)cc1CC(C(=O)c1ccccc1)N(C)C (stereo not drawn) | -14 | 41* | . | -10 | . | . | . | 0.1
CN1CCN(c2nc3ccccc3c(=O)n2-c2ccccc2)CC1 | -3 | -9 | 0 | -1 | 0.4 | 0 | -1 | -0.2
CN1C(=O)NC(=O)/C(=C\C=C\c2ccccc2[N+](=O)[O-])C1=O | 67* | . | -11 | . | . | 2 | -7 | 0.4
C=C1C(=O)OC2C1CCC(C)C1(O)C=CC(=O)C21C (stereo not drawn) | 62* | 10 | . | -2 | . | -4 | -9 | .
O=C1CNC[C@H]2[C@H](c3ccc(Br)cc3)[C@@H](CO)N12 | 1 | . | -5 | . | 0.2 | 1 | 12 | 0.0

For convenience, part of the list above.
mol | EWS-Fli inh | esBAF inh | FN deposit inh | RAD54 branch | E-sel inducer | S100A4 MyoIIA | RAD52 anneal inh | Xi reactivation
C=C1C(=O)OC2C1CCC(C)C1(O)C=CC(=O)C21C (stereo not drawn) | 62* | 10 | . | -2 | . | -4 | -9 | .
O=C1CNC[C@H]2[C@H](c3ccc(Br)cc3)[C@@H](CO)N12 | 1 | . | -5 | . | 0.2 | 1 | 12 | 0.0
